Bioassay records: PubChem, several laboratories
ZTA counter: ZTA (EBV) inhibition in EBNA-1 counter-screen. P03206. ZTA-DNA binding, fluorescence polarization. inhibition, % at 11 µM. 0.15% of 320,000 active; in the data active means inhibition above about 33%
Yeast superoxide: caloric restriction mimetics inhibiting age-related superoxide in yeast. S. cerevisiae aged cells, superoxide DHE fluorescence; active compounds read low. superoxide response (% of plate mean), % at 10 µM. 0.18% of 330,000 active;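 active means superoxide response under a set limit, about three screen SD below normal, cut at about 65% in these data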;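 further: yeast aged for seven days with compound at 30 °C before DHE staining; 100% = average MFI of all compound-treated wells on the plate with controls excluded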
EBNA-1 inh: blocks EBNA-1 binding to DNA | EBNA-1 DNA binding, fluorescence polarization | inhibition, % at 14.8 µM | 0.34% of 300,000 active | AID 1950; in the data active means inhibition above about 28%
MCL1 BIM primary: MCL1-BIM-BH3 interaction inhibition (human). 0.68% of 320,000 active. inhibition, % at 10.9 µM. Q07820. GST-MCL1 / FITC-Bim-BH3 fluorescence polarization. AID 2057;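 active means inhibition above the mean inhibition of all tested compounds plus 3 SD, set per campaign, cut at about 40% in these data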;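 further: 0% = DMSO wells and 100% = unlabeled Bim-BH3 peptide control; higher means more loss of mP so more displacement of Bim peptide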
Efflux pump mplx: antifungal efflux pump inhibition, Nile Red retention | S. cerevisiae Candida pump triplex | AID 485275 | 0.44% of 330,000 active | inhibition, % at 10 µM;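 active means plate passing quality check with inhibition over a set limit, or well fluorescence over plate mean plus 4 SD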;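 further: Nile Red retained in pooled yeast measured as flow cytometry median fluorescence; 0% = buffer negative control and 100% = Enniatin B positive control; higher means more Nile Red kept so more efflux inhibition; some compounds called inactive have numbers as strong as hits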
GLD-1 RNA inh: GLD-1-TGE RNA interaction inhibition (C. elegans) | Q17339 | purified GLD-1 + fluorescein TGE RNA, fluorescence polarization | inhibition, % at 5.96 µM | 0.44% of 320,000 active;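 active means percent inhibition above a per-plate cutoff, the plate mean of test compounds plus 3 SD, cut at about 30% in these data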;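 further: 0% = DMSO wells with GLD-1 and probe and 100% = wells lacking GLD-1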
MEX-5 binding: C. elegans MEX-5 TCR-2 RNA binding activity; activity score (negative = inhibition of binding), % at 10 µM; Q9XUB2; MEX-5/FITC-TCR2 RNA binding, fluorescence polarization; active compounds read low; AID 1832; 0.38% of 300,000 active;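 active means inhibition past about -25% in most replicates, and total fluorescence under double the plate's negative control median, limit read from the data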;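 further: 0% = DMSO and -100% = 5 µM competing unlabeled TCR2 RNA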
Target sequence (Q9XUB2 whole entry, looked up): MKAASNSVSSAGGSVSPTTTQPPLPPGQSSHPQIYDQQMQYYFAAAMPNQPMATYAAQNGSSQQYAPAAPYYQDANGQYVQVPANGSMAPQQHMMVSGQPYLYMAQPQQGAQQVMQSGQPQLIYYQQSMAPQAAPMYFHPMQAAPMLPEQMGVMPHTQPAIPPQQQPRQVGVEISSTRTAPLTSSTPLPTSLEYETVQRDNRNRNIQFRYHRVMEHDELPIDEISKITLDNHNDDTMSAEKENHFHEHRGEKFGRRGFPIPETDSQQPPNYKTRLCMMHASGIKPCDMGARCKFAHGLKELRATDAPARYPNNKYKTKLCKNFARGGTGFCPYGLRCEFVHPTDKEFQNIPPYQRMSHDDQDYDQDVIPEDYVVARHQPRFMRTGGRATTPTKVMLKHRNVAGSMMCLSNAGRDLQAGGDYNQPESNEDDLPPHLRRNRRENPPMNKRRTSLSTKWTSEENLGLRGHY
BCLXL inh: inhibitors of human Bcl-xL. GST-Bcl-xL / FITC-Bim BH3 peptide fluorescence polarization. inhibition, % at 10.9 µM. 0.7% of 320,000 active;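 active means inhibition above the mean of all tested compounds plus 3 SD, cutoff set per campaign, cut at about 30% in these data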;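 further: 0% = DMSO wells and 100% = unlabeled Bim-BH3 peptide competitor; inhibitors lower millipolarization by displacing the labeled peptide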
Target sequence (Q07817 whole entry, looked up): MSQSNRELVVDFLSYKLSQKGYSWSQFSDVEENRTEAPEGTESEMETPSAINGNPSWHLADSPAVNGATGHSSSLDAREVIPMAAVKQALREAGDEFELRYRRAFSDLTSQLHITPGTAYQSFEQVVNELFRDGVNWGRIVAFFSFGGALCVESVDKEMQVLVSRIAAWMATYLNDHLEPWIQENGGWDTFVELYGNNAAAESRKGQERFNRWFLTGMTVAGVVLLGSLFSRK
Fam108B inh: blocks mouse Fam108B hydrolase in RBBP9 counter-screen. 0.33% of 300,000 active. recombinant Fam108B, FP-Rh probe fluorescence polarization. inhibition, % at 9.51 µM. AID 1947;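 active means inhibition above the screen mean inhibition plus 3 SD, computed separately per campaign, cut at about 18% in these data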;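 further: inhibitors lower polarization as less probe binds the enzyme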
The depositor's hits bear a star; nt = no result given. An unsorted share of the library, and some 2.3% of all compounds hit somewhere here.

smiles	ZTA counter	Yeast superoxide	EBNA-1 inh	MCL1 BIM primary	Efflux pump mplx	GLD-1 RNA inh	MEX-5 binding	BCLXL inh	Fam108B inh
COC(=O)c1ccccc1N1C(=O)C2C(C1=O)C1C=CC2C12CC2 (configuration not stated)	-10	57*	-14	-4	-0.1	13	2.1	-2	1
NS(=O)(=O)c1ccc(N=Nc2c(O)[nH]c3ccc(Br)cc23)cc1	1	96	-9	44*	-0.1	16	-2.3	37*	-2
O=C(c1cc2sccc2n1Cc1ccc(F)cc1)N1CCN(c2nc3ccccc3s2)CC1	11	97	12	6	0.2	-3	-0.4	79*	-2
CCOc1ccc(NC(=O)C(C)C(Cc2ccc(C)cc2)C(=O)O)cc1 (configuration not stated)	2	100	-5	-1	0.2	1	0.8	1	-5
CC1(c2nnc(Cc3ccccc3)o2)CC(c2cccc(F)c2)=NO1 (configuration not stated)	-15	98	-2	10	-0.1	0	-3.1	3	6
CCOC(=O)C1=C(C)NC(=O)C(C#N)C1c1ccncc1 (configuration not stated)	-9	94	-11	7	0.0	0	-3.7	7	0
CN(C)c1cccc(C(=O)Nc2nc3ccccc3[nH]2)c1	-4	93	-7	2	-0.1	1	-1.6	-1	-1
COCC(=O)Nc1nc2ccccc2s1	-2	103	8	-3	-0.1	7	1.7	0	0
O=C(COC(=O)c1cc(Br)ccc1O)NNC(=O)c1ccc([N+](=O)[O-])cc1	-14	106	-7	-3	-0.2	7	-0.5	-7	-4
O=C(COC(=O)c1ccccc1-n1cnnn1)c1ccc(F)cc1	-10	112	-4	-3	0.0	5	-1.7	3	1
O=C(c1ccccc1Cc1ccccc1)N1CCN(S(=O)(=O)c2ccc(F)cc2)CC1	3	107	5	-8	0.0	4	2.0	-6	4
CCOCCCNC(=O)COC(=O)/C=C/c1ccc(S(=O)(=O)N2CCc3ccccc32)cc1	13	107	-2	5	-0.1	12	1.9	4	-2
CCOc1ccccc1NC(=O)CSc1nc2c(c(=O)n(C)c(=O)n2C)n1C	4	95	8	7	0.3	4	-0.8	7	-1
Cc1cccc(C)c1OCC(=O)Nc1oc(-c2ccccc2)c(-c2ccccc2)c1C#N	8	100	-1	6	0.0	2	-0.5	3	-14
O=C1CC(c2ccccc2)CC(=NCCO)/C1=C(\O)CCCN1C(=O)c2ccccc2C1=O (configuration not stated)	-6	96	8	5	0.1	-2	-0.3	0	0
Cc1cccc(S(=O)Cc2ccc(C(=O)N3CCN(C(=O)c4ccco4)CC3)o2)c1 (configuration not stated)	8	96	4	4	0.0	-1	1.9	-2	3
Cc1ccc(-c2nc(-c3ccccn3)sc2CC(=O)O)cc1	11	102	8	5	0.0	-6	0.2	5	-2
O=C(CCN1C(=O)/C(=C/c2ccc(F)cc2)SC1=S)NNC(=O)c1ccncc1	0	84	-21	8	0.3	1	-1.0	1	2
COC(=O)C(NC(C)=O)(Nc1ccccc1)C(=O)OC	1	98	-12	3	0.1	0	0.1	2	1
COCCn1c(=NC(=O)CCS(=O)(=O)c2ccccc2)sc2ccccc21	-24	97	-3	-5	0.4	-1	1.1	-3	-1
Cc1ccc(CN(Cc2ccco2)C(=S)NCC(=O)NC2CC2)cc1	8	105	0	-5	0.0	-1	-2.4	1	0
COc1ccc(C(=O)NCCC(=O)N2CCC3(CC2)NCCc2[nH]cnc23)cc1	-16	77	-1	2	0.2	6	-0.7	3	3
COc1ccc(-c2nc3cc(C)ccn3c2NC(=O)c2c(F)cccc2Cl)cc1	-8	94	12	3	0.0	3	-4.1	-2	3
Fc1ccccc1COc1cccc2cccnc12	4	97	9	-3	0.0	3	0.1	-2	-4
COc1ccccc1CNCc1ccc(OC)c2ccccc12	-3	89	4	4	-0.1	2	3.1	8	-4
CCOP(=O)(OCC)C(C#N)=C1SCN(c2ccc(Cl)cc2)CS1	-5	86	10	5	-0.1	-5	-3.1	9	0
CCOC(=O)c1c(S(=O)(=O)Nc2ccc(C)c(F)c2)c(C)n(C)c1C	4	98	10	1	0.0	4	nt	2	5
CC(C)[C@H](NC(=O)c1ccco1)C(=O)OCc1cc(=O)n2c(n1)sc1ccccc12	2	91	7	24	0.0	-2	0.2	6	4
COC(=O)c1c(NC(=O)COC(=O)c2ccc(Cl)cc2[N+](=O)[O-])sc2c1CCCCC2	5	110	-2	3	0.2	0	0.2	3	2
CNS(=O)(=O)c1cc(S(=O)(=O)NC)c2cccc3c2c1NC3=O	-10	102	-10	27	0.0	2	-6.1	16	6
COc1cccc(Nc2nc(-c3sc(C)nc3C)cs2)c1	8	100	6	-8	0.3	-6	-1.8	5	-2
CN(CC(=O)Nc1ccc(F)c(F)c1F)C(=O)C1CCC1	10	109	-1	2	0.1	2	1.0	0	2
COc1ccc(-n2c(=S)[nH]c3cc(C(=O)NCCCN4CCOCC4)ccc3c2=O)cc1OC	3	102	-2	4	0.2	-1	0.8	2	2
Cc1ccccc1S(=O)(=O)Cc1ccc(C(=O)NCCCOC(C)C)o1	5	116	2	-4	0.0	7	0.1	3	2
COC(=O)c1ccccc1Oc1nc(Cl)cc(OC)n1	4	98	5	11	0.0	6	-0.1	5	-2
Cc1cc(/C=N/NC(=O)c2cc3ccccc3o2)c(C)n1C	7	117	-5	-2	0.1	-4	-1.5	4	4
COc1ccccc1NC(=O)c1cc2ccc(O)cc2o/c1=N\O	-10	119	-1	-6	-0.2	-12	-2.9	-2	16
CC1CCCCN1C(=O)c1cc(-c2ccc3c(c2)OCO3)on1 (configuration not stated)	-7	98	-2	-3	0.2	7	0.6	0	-4
O=C(c1ccc(NS(=O)(=O)c2ccc3c(c2)OCCO3)cc1)N1CCCCC1	0	82	0	5	-0.2	4	0.8	5	5
Clc1ccc(-c2csc3ncnc(NCCN4CCOCC4)c23)cc1	-1	87	3	-2	-0.1	-1	-2.7	6	3
CCC(Sc1nc2ccccc2o1)C(=O)Nc1nnc(C)s1 (configuration not stated)	-8	94	-9	8	0.0	3	-4.9	-1	1
O=C1C(Cc2ccccc2)Nc2ncnc(N3CCN(c4ccccc4)CC3)c2N1Cc1ccccc1 (configuration not stated)	-4	90	-2	-2	0.3	-5	3.1	0	-1
O=C(NC1CCCCC1)C(c1ccco1)N(Cc1cccnc1)C(=O)C1COc2ccccc2O1 (configuration not stated)	20	103	2	1	0.0	4	-4.2	2	-1
Cc1cc(Cl)c2oc(C(=O)N3CCN(C4CCS(=O)(=O)C4)CC3)c(C)c2c1 (configuration not stated)	1	105	4	-3	-0.3	2	-1.9	7	1
COc1cccc(C2C3=C(Nc4[nH]n(-c5ccccc5)c(=O)c42)c2ccccc2C3=O)c1 (configuration not stated)	1	118	-5	18	-0.1	-3	nt	13	24*
Cc1cc(C)c(S(N)(=O)=O)c(C)c1N(C)S(=O)(=O)c1ccccc1	1	109	-2	-1	0.1	5	0.9	2	2
CN(CC(=O)Nc1cccc(F)c1)C(=O)CN1C(=O)C2CC=CCC2C1=O (configuration not stated)	7	100	-2	-1	-0.1	0	1.9	-4	2
CC(C)(C)OC(=O)CNC(=O)c1nc[nH]c1C(=O)N1CCN(C(=O)OC(C)(C)C)CC1	-3	102	5	4	-0.1	3	-0.1	2	-2
CC(=O)Nc1ccc2nc(SCC(=O)Nc3ccc(N4CCOCC4)c(Cl)c3)sc2c1	-2	107	-9	-19	0.0	3	3.7	-17	-1
Cc1c(CCO)c(=O)n(-c2ccccc2)n1S(=O)(=O)c1ccc(Cl)cc1	0	108	-6	-4	0.0	1	-0.6	7	-5
CCO/C=C/C(O)(CNC(=O)c1ccc(C(C)(C)C)cc1)C(F)(F)F (configuration not stated)	0	106	5	-5	0.0	-4	2.9	4	1
O=C(NCCCCNC(=O)c1ccccc1Cl)c1ccccc1Cl	-5	98	1	6	-0.1	-3	0.7	1	-2
O=Cc1cccnc1SCc1ccccc1	5	103	2	5	0.3	-2	0.1	7	2
CC(=O)c1c(N2CCOCC2)nc(=S)n(-c2cc(C)ccc2C)c1C	-5	115	-17	0	0.1	-1	2.1	3	0
C=CCN(CC=C)C(=O)Nc1cc(Cl)ccc1OC	1	73	1	6	-0.1	4	1.1	6	-3
COCCCNC(=O)c1sc2ncn(CC(=O)Nc3ccc(C)c(Cl)c3)c(=O)c2c1C	-10	85	-2	-5	-0.2	2	2.6	-1	-3
COC(CNC(=O)c1ccc2c(c1)ncn2-c1ccc(F)cc1F)OC	-7	99	5	-2	0.1	7	1.0	0	4
COc1cccc(NC(=O)CN(C)C(=O)c2cc(C)oc2C)c1	-7	87	nt	1	-0.1	4	nt	-2	nt
Cc1ccccc1C(=O)Nc1cccc(C#N)c1	-14	91	9	10	0.0	0	-0.2	3	0
Clc1ccc(SCCOCCN2CCCCC2)cc1	8	93	6	5	0.2	-2	-0.5	6	2
Cc1ccc(N2CC(C(=O)N3CCCCC3)CC2=O)cc1C (configuration not stated)	-4	101	4	-1	-0.1	2	0.2	-4	5
COC(=O)c1ccccc1NC(=O)C1CC(=O)N(C2CCCCC2)C1 (configuration not stated)	-5	109	5	10	-0.2	7	0.2	8	2
O=C1CC(c2ccncc2)c2cc3c(cc2N1)OCCO3 (configuration not stated)	15	104	-9	4	-0.2	13	-1.6	9	-4

Limited to Yeast superoxide, Efflux pump mplx and MCL1 BIM primary, for some of the entries so far:
Compound | Yeast superoxide | Efflux pump mplx | MCL1 BIM primary
Cc1ccc(N2CC(C(=O)N3CCCCC3)CC2=O)cc1C (configuration not stated) | 101 | -0.1 | -1
CC(=O)c1c(N2CCOCC2)nc(=S)n(-c2cc(C)ccc2C)c1C | 115 | 0.1 | 0
